Compound activity deposited in PubChem BioAssay by several laboratories.
MOR-DOR inv ag = inverse agonists of human mu-delta opioid receptor heterodimerization; P35372+P41143; cell-based MOR-DOR heterodimer luminescence, inverse agonism; inhibition, % at 9.3 µM; 340,000 tested, 0.21% active; in the data active means inhibition above about 22%, passing the limit was not always enough;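 further: 0% = cells with DMSO and 100% = wells without cells with DMSO; values of inactives mirror those of a sister screen read the other way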
Target sequence (P35372 whole entry, looked up): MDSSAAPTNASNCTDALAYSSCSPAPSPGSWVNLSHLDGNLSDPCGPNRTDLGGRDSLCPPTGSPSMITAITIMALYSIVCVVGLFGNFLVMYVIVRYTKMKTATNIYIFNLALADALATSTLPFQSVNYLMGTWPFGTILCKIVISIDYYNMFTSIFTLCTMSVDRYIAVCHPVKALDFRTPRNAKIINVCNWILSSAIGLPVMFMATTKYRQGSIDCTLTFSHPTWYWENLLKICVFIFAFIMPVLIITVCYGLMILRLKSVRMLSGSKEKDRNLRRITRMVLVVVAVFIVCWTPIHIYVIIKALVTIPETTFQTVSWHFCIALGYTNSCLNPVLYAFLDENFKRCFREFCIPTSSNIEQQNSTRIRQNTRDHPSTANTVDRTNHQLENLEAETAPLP
Target sequence (P41143 whole entry, looked up): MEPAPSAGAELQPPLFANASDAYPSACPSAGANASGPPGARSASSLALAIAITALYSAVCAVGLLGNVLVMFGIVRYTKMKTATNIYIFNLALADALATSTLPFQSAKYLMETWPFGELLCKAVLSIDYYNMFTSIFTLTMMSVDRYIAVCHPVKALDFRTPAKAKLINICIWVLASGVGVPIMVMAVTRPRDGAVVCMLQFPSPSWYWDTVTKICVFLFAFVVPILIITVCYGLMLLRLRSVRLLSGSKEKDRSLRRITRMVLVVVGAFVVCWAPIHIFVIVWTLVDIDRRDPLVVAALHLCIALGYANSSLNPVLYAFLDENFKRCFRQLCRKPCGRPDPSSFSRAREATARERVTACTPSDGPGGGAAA
PKA-R1A act = PKA-R1A complex activation; 340,000 tested, 0.083% active; PKA-R1A dissociation, Cy5-IP20 fluorescence polarization; scaled: DMSO 0%, 113 µM cGMP 100%; P00514+P68181; activation, % at 11.4 µM;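 active means percent activation above the mean of all tested compounds plus 3 SD, cut at about 19% in these data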;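 further: higher means more PKAc released from R1A so a rise in polarization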
E coli growth = counter-screen for AddAB inhibitors: E. coli growth inhibition; E. coli V3065 growth, OD600 absorbance, 18 h; inhibition, % at 11.9 µM; 330,000 tested, 0.27% active;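 active means inhibition above the campaign's mean inhibition across all tested compounds plus 3 SD, cut at about 9.9% in these data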;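 further: uninfected addAB+ strain grown without phage in ampicillin broth; 0% = DMSO wells and 100% = ciprofloxacin 0.95 µg/ml wells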
PfHsp90 set2 = reduces growth (ATP signal) of yeast expressing P. falciparum Hsp90; S. cerevisiae expressing PfHsp90, BacTiter-Glo ATP, 48 h; yeast lacking PDR1 and PDR3 efflux regulators; 310,000 tested, 0.32% active; inhibition, % at 9.4 µM;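 active means every replicate shows inhibition above about 80%, whatever the replicate mean, limit read from the data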;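 further: 0% = DMSO neutral controls and 100% = 20 µM radicicol positive controls; yeast relying on Plasmodium falciparum Hsp90 in place of its own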
HTR5A inv ag = HTR5A inverse agonism, opioid heterodimer counter-screen | P47898 | inhibition, % at 9.3 µM | 340,000 tested, 0.083% active | HTR5A cell line, luminescence | AID 504634; in the data active means inhibition mostly above about 23%, no sharp cut-off; inactive means mostly below about 18%;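 further: 0% = cells with DMSO and 100% = no-cell wells with DMSO; some compounds called inactive have numbers as strong as hits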
PKA-R2B activ = activates the human PKA-R2B holoenzyme complex. AID 504700. 340,000 tested, 0.079% active. PKA-R2B holoenzyme dissociation, Cy5-IP20 fluorescence polarization; R2B truncated from residue 108, S112A mutant; 0% DMSO only, 100% 113 µM cGMP. P22694+P31323. activation, % at 11.4 µM;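 active means activation above a cutoff set at the mean over all compounds plus 3 SD, cut at about 18% in these data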;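 further: higher means more holoenzyme dissociation and a rise in polarization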
MOR-DOR ag = agonists of human mu-delta opioid receptor heterodimerization | activation, % at 9.3 µM | cells, OPRM1-OPRD1 heterodimerization, luminescence | 340,000 tested, 0.3% active; in the data active means activation above about 18%;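 further: 0% = vehicle-treated cells and 100% = reference agonist; values of inactives mirror those of a sister screen read the other way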
phage Ecoli inh = E. coli growth loss with phage present. growth absorbance. inhibition, % at 11.9 µM. 360,000 tested, 0.26% active; in the data active means inhibition above about 11%
Tat export inh = inhibitors of E. coli Tat protein transport. E. coli MC4100 TorA-mCherry Tat export, fluorescence. inhibition, % at 10 µM. 340,000 tested, 0.036% active. AID 488895;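 active means mean replicate inhibition at least 50% and at least half of replicates individually reaching 50%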;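 further: exported cargo escapes ClpAP degradation while cytoplasmic cargo is degraded and loses fluorescence; 0% = median of neutral control wells and 100% = median of NaSCN control wells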
AddAB inh = less growth of phage-infected E. coli with AddAB; E. coli expressing H. pylori AddAB, absorbance growth; inhibition, % at 11.9 µM; 330,000 tested, 0.29% active; AID 435030; in the data active means inhibition above about 12%;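 further: 0% = vehicle wells of infected cells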
SUMO Mot1 rescue = SUMOylation pathway inhibition by Mot1-301 growth rescue | S. cerevisiae Mot1-301 growth rescue, ATP luminescence, 38.5C; percent above DMSO median, 100 means doubled | growth rescue, % at 18.8 µM | 320,000 tested, 1% active | AID 2716;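 active means every valid replicate shows activation above 250% relative to neutral control wells; inactive means the rest, any valid replicate at or below 250%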;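 further: OY570 slx delta 5 strain wells were the positive control but not used for scaling; some compounds called inactive have numbers as strong as hits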
* hit, by the source's call; x = not tested or not shown.

SMILES	MOR-DOR inv ag	PKA-R1A act	E coli growth	PfHsp90 set2	HTR5A inv ag	PKA-R2B activ	MOR-DOR ag	phage Ecoli inh	Tat export inh	AddAB inh	SUMO Mot1 rescue
Cc1ccc(S(=O)(=O)N2CCCC2C(=O)NCCc2ccccc2)cc1 (stereo unspecified)	-14	-1	-0.5	13	1	0	2.6	-0.6	6	-1.1	471*
Cc1ccccc1C(=O)NCc1nnc(SCC(=O)N2CCN(c3ccccc3)CC2)n1C	6	0	-0.9	17	-17	-1	-1.1	2.4	-2	-0.6	-10
COc1cc(C(c2sc3nc(C)nn3c2O)N2CCc3ccccc3C2)cc(OC)c1OC (stereo unspecified)	-1	-11	1.0	-6	-17	-7	0.1	2.5	3	-4.0	-3
O=C(c1c(F)c(F)c(F)c(F)c1F)N(Cc1ccccc1)Cc1ccccc1	-37	3	-1.6	24	7	-2	6.3	3.4	9	1.3	-3
COc1ccc(-c2csc3ncnc(NCCCO)c23)cc1	6	-8	-1.0	-16	-17	-10	-1.1	1.6	-6	3.5	30
CC1(C)OC(c2ccccc2)=C/C(=C/C=Nc2ccccc2)O1	4	-11	1.6	9	-7	-16	-0.8	2.5	-6	-0.6	-8
Cc1ccc(S(=O)(=O)c2c(C)nn(C(C)(C)C)c2OC(=O)c2ccco2)cc1	6	-2	-1.0	0	-1	-3	-1.4	0.2	-7	2.9	-14
CCOC(=O)N1CCN(C(=S)NC(=O)c2ccnn2C)CC1	15	-3	0.7	8	7	3	-2.5	3.5	-1	3.4	-24
COc1ccc(C(=O)/C=C/N(C)C)cc1	6	-1	-0.4	5	8	-2	-1.1	2.5	4	4.2	-16
CCCCCN(C(=O)CCCSc1nncs1)c1c(N)n(CCCC)c(=O)[nH]c1=O	8	-12	-1.2	7	-15	-8	-1.5	4.4	-2	0.8	26
O=C(NN1CCOCC1)c1cccc(F)c1	1	-6	-1.2	-11	-1	1	-0.1	2.4	-1	1.7	11
O=C(O)CNS(=O)(=O)c1ccc2c(c1)C(=O)c1cc(S(=O)(=O)NCC(=O)O)ccc1-2	11	2	x	3	5	10	-2.3	0.1	-3	x	6
COc1ccc(-c2coc3c(C)c4oc(=O)c(CCC(=O)O)c(C)c4cc23)cc1	14	-9	-6.2	30	-6	8	-3.2	x	2	-2.0	9
COC(=O)c1ccc(-c2c(-c3ccccc3)ncc3cc(F)ccc23)cc1	2	-15	-0.9	-27	2	-6	-0.3	1.3	3	4.2	-4
Cc1ccc(-c2onc(C)c2C)cc1S(=O)(=O)N1CC(C)Oc2ccccc21 (stereo unspecified)	-9	12	-2.7	-8	8	11	1.7	2.4	4	-2.0	-2
Cc1ccc(NC(=O)O/N=C/c2ccc(N(C)C)cc2)cc1	5	-10	0.6	6	-24	-9	-1.0	2.0	-11	-1.0	-6
O=C(CCSc1nnc(-c2ccncc2)o1)Nc1ccccc1	-2	7	-2.7	4	-3	0	0.5	2.5	-1	-1.3	-9
COc1ccc(C2C(C(C)=O)=C(C)Nc3ncnn32)cc1 (stereo unspecified)	-4	-2	0.8	3	-1	-2	0.7	1.9	-12	3.9	3
CCC(C)(C)NC(=O)C(c1cccc(OC)c1OC)N(CCC(C)C)C(=O)CCC(=O)Nc1cc(C)on1 (stereo unspecified)	11	-2	0.2	1	9	-10	-2.4	4.6	-3	4.5	4
C1CCN(CC2CCCCN2)CC1 (stereo unspecified)	6	6	x	7	-24	2	-1.2	1.1	-3	x	x
CC(C)Cc1nnc(NC(=O)CCC(=O)N2CCN(Cc3ccccc3)CC2)s1	15	-11	1.4	20	4	9	-2.8	0.8	-4	5.2	14
O=C(NCO)c1cccnc1	3	1	x	-1	11	8	-0.7	5.1	-3	x	x
COc1ccc(NC(=O)c2cc(S(=O)(=O)N3CCCC3)ccc2OC)cc1	11	-9	-1.4	18	-21	3	-2.2	1.3	-2	4.4	-10
CCOc1ccc(Br)cc1S(=O)(=O)N1CCC(C(N)=O)CC1	10	-1	-0.3	-11	-2	0	-2.0	-1.6	-12	-2.1	438*
COc1cc2ccccc2cc1C(=O)N(CCN(C)C)c1nc2c(F)cc(F)cc2s1	0	10	-0.9	14	2	13	0.1	2.7	7	-0.5	209
COc1ccc(C(NC(=O)c2ccc(=O)[nH]c2)C(=O)Nc2ccc(C(C)C)cc2)cc1 (stereo unspecified)	18	-5	-1.7	-9	-15	8	-3.4	3.7	-4	1.0	-4
Cc1ccc2nc(SCC(=O)N3CCOCC3)[nH]c2c1	13	-9	2.4	33	14	7	-2.2	3.4	-1	-0.6	160
CCCCCC(=O)Nc1cccc(C2=NOC3(C2)C[C@H](C(N)=O)N(C(=O)CC)C3)c1 (stereo partly specified)	7	-12	-0.2	7	9	-11	-1.2	x	-1	-0.6	280
Cc1cc(N)c(-n2cc3c(=O)n(C)c(=O)n(C)c3c2)cc1C	15	-9	-2.8	12	8	-7	-3.6	0.5	-1	0.6	-1
COc1ccc(Cn2nnnc2C(C(C)C)N2CCN(c3ccccc3OC)CC2)cc1 (stereo unspecified)	-12	-5	-0.9	-5	1	6	2.6	2.0	3	0.2	8
C#C[C@]1(O)CC[C@H]2[C@@H]3CCc4cc(OC)ccc4[C@H]3CC[C@@]21C	-1	-3	-0.1	-5	-1	7	0.2	3.6	5	-2.9	4
CCCN(CC(=O)Nc1ccccc1C)C(=O)c1ccc(S(=O)(=O)N2CCCC2)cc1	-6	-7	1.1	11	-21	-1	0.8	2.6	2	-0.2	-6
COCc1cc(C)nc(Nc2cc(C)ccc2C)c1C#N	-27	-17	-0.2	-8	2	0	4.7	3.4	1	-0.5	-2
Cc1ccccc1S(=O)(=O)Nc1ncnc2sccc12	5	-19	-1.7	0	-11	-8	-1.3	0.6	-12	1.4	x
Cc1cc(C)c(NC(=O)CS(=O)CC(=O)NC2CCCc3ccccc32)c(C)c1 (stereo unspecified)	-13	0	-1.6	68	5	7	2.5	1.0	-1	0.7	x
CC(=O)Nc1ccc(S(=O)(=O)N(C)CCOCc2ccccc2)cc1	4	-4	-3.4	17	4	-1	-1.0	0.9	-8	-0.2	4
CCN1CCN(Cc2nc3ccc([N+](=O)[O-])cc3c(=O)n2-c2ccc(OC)cc2OC)CC1	2	7	2.2	-6	-11	6	-0.3	2.4	-2	0.6	381
CCCCn1c(SCC(N)=O)nc2sc3c(c2c1=O)CCC3	18	-6	1.0	3	13	1	-3.6	-0.6	-1	2.5	-5
O=C(CSCc1ccccc1)N1CCN(Cc2ccc3c(c2)OCO3)CC1	-9	-4	-2.5	8	-36	6	1.6	2.0	2	0.1	57
CC1(c2nnc(-c3ccc(F)cc3)o2)CC(c2ccc([N+](=O)[O-])cc2)=NO1 (stereo unspecified)	13	3	1.6	x	1	-3	-2.4	3.5	-7	2.7	15

Random excerpt: four entries already listed
SMILES	MOR-DOR inv ag	PKA-R1A act	E coli growth	PfHsp90 set2	HTR5A inv ag	PKA-R2B activ	MOR-DOR ag	phage Ecoli inh	Tat export inh	AddAB inh	SUMO Mot1 rescue
CCOc1ccc(Br)cc1S(=O)(=O)N1CCC(C(N)=O)CC1	10	-1	-0.3	-11	-2	0	-2.0	-1.6	-12	-2.1	438*
CC1(c2nnc(-c3ccc(F)cc3)o2)CC(c2ccc([N+](=O)[O-])cc2)=NO1 (stereo unspecified)	13	3	1.6	x	1	-3	-2.4	3.5	-7	2.7	15
COCc1cc(C)nc(Nc2cc(C)ccc2C)c1C#N	-27	-17	-0.2	-8	2	0	4.7	3.4	1	-0.5	-2
COc1ccc(NC(=O)c2cc(S(=O)(=O)N3CCCC3)ccc2OC)cc1	11	-9	-1.4	18	-21	3	-2.2	1.3	-2	4.4	-10

Some entries already given, showing only MOR-DOR inv ag:
SMILES	MOR-DOR inv ag
Cc1ccc2nc(SCC(=O)N3CCOCC3)[nH]c2c1	13
C#C[C@]1(O)CC[C@H]2[C@@H]3CCc4cc(OC)ccc4[C@H]3CC[C@@]21C	-1
CCCCCC(=O)Nc1cccc(C2=NOC3(C2)C[C@H](C(N)=O)N(C(=O)CC)C3)c1 (stereo partly specified)	7

Given with values under each structure: part of the list above.
Screens in order – MOR-DOR inv ag	PKA-R1A act	E coli growth	PfHsp90 set2	HTR5A inv ag	PKA-R2B activ	MOR-DOR ag	phage Ecoli inh	Tat export inh	AddAB inh	SUMO Mot1 rescue
- CC(=O)Nc1ccc(S(=O)(=O)N(C)CCOCc2ccccc2)cc1
→ 4	-4	-3.4	17	4	-1	-1.0	0.9	-8	-0.2	4
- CCN1CCN(Cc2nc3ccc([N+](=O)[O-])cc3c(=O)n2-c2ccc(OC)cc2OC)CC1
→ 2	7	2.2	-6	-11	6	-0.3	2.4	-2	0.6	381

Other entries
SMILES	MOR-DOR inv ag	PKA-R1A act	E coli growth	PfHsp90 set2	HTR5A inv ag	PKA-R2B activ	MOR-DOR ag	phage Ecoli inh	Tat export inh	AddAB inh	SUMO Mot1 rescue
CC(C)n1c(SCC(=O)NC2CC2)nnc1-c1ccco1	19	-12	0.2	-18	7	-11	-3.6	-0.4	6	0.2	-15
Cc1oc(CC(C)C)cc1C(N)=O	13	-11	0.1	13	3	-5	-2.5	1.9	-3	-0.3	85
Cc1ccccc1C(=O)NCC(C)NC(=O)c1ccccc1C (stereo unspecified)	13	-3	2.2	-9	5	-2	-2.5	100*	-4	-0.1	-13
COC(=O)c1ccc(CN2C(=O)c3ccccc3C2=O)o1	-5	-11	-0.1	20	9	-1	1.0	2.6	4	1.4	-2
CCOC(=O)c1cnc(N2CCOCC2)[nH]c1=O	0	1	1.7	-29	8	2	-0.1	3.1	-20	3.1	-1
O=C(NCCN1CCCC1)c1cccc(Cl)c1	25	1	1.3	x	14	4	-4.0	5.2	-7	2.1	11
Cc1nc2cc(NS(=O)(=O)c3cccc(F)c3)ccc2s1	-2	-6	-0.8	6	-16	-1	0.3	0.8	-1	-1.0	-13
COc1ccc(NC(=O)CNS(=O)(=O)c2ccc(Cl)cc2)cc1OC	21	-5	1.6	2	10	-13	-3.9	4.0	-9	0.5	-12
O=C1CC(Nc2ccccc2)C(=O)N1Cc1ccccc1 (stereo unspecified)	7	1	-1.6	-9	-6	-2	-1.1	3.8	-6	-0.1	-13
CN1CC(=O)N(CC(=O)Nc2ccc3c(c2)CCC3)C1=O	10	-6	-1.4	-5	6	-1	-2.1	-1.0	8	-2.3	-1
CC(=O)Nc1sc2c(c1C(c1ccccc1)N1CCOCC1)CCCC2 (stereo unspecified)	-7	0	-2.4	0	9	-2	1.1	3.0	5	1.1	-21
Cc1cc(C)n(C(=O)CNC(=O)c2ccccc2F)n1	15	-14	-0.5	-6	5	-5	-3.1	0.2	1	1.2	-7
O=C(CSCc1ccccc1Br)N/N=C/c1ccc(OCC(=O)N2CCCCC2)cc1	10	11	-4.0	5	31	0	-2.1	4.5	1	2.2	-9
O=C(c1cccs1)N1CCN(S(=O)(=O)c2cccc(Cl)c2Cl)CC1	3	9	x	x	-14	3	-0.4	1.5	2	x	x
O=C(COC(=O)CCOc1ccccc1)Nc1cc(S(=O)(=O)N2CCCCC2)ccc1Cl	-3	4	-1.0	-15	9	-9	0.5	3.7	-4	-2.9	-9
